NPC1 promoter act = activates the NPC1 promoter | Potency, µM (doses to about 9.22 µM), without a hit: top-dose activation, usual class: activators | Huh7 NPC1 promoter luciferase reporter, 24 h | 2.4% of 320,000 active;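 also: potency is read from the fitted curve at half-maximal effect; % of control where 0% means no effect; nearly all actives have a fitted effect of over 60% in size; reporter is driven by a mutant NPC1 promoter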
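Quantitative HTS used a cell-based reporter: Huh7 cells stably bearing the NPC1 promoter upstream of luciferase were treated with compounds for 24 h, and promoter activation was read as luminescence.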
KCNH2 3.1 block = blocks the human KCNH2 3.1 channel isoform; U2OS KCNH2 3.1, thallium flux FluxOr; stronger effect = lower value; activity change, % (tested at about 1.8 µM); 0.95% of 340,000 active;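 active = maximum activity change below -70%; inconclusive = maximum activity change from -70% to -50%; inactive = maximum activity change above -50%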;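 also: thallium influx rate constant from kinetic fluorescence after stimulation buffer; % is scaled to controls: 0 for no effect and ±100 for the full control effect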
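Measured as rate of thallium-driven FluxOr signal in transduced U2OS cells carrying the 3.1 channel, read kinetically for 2 min upon stimulation; values are rate constants scaled to DMSO control wells.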
Rab9 promoter act = activates the Rab9 promoter | Huh7 Rab9 promoter-luciferase reporter, luminescence, 24 h | Potency, µM (doses to about 9.22 µM), without a hit: top-dose activation, negative = inhibition, most hits filed as activators | 2.8% of 320,000 active | AID 485297; also: potency is read from the fitted curve at half-maximal effect; % of control where 0% means no effect; nearly all actives have a fitted effect of over 60% in size
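Luciferase signal after 10 min detection reagent at ambient indicates Rab9 promoter upregulation; stably transfected Huh7 cells were treated 24 h with compound in DMSO at 37 °C, 5% CO2.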
MBNL1 CUG block = MBNL1-poly(CUG) RNA binding inhibition. Potency, µM (highest dose often 57.5 µM), for inactives: top-dose activity change, negative = inhibition, hits mostly inhibitors. 0.036% of 280,000 active. TR-FRET MBNL1-His/biotin-(CUG)12 binding, 665/545 ratio. Q9NR56. AID 2675; active = well fitted inhibition curve with a large enough effect in the signal ratio, with a control signal flat, not every such curve was filed as active; inconclusive = small, poorly fitted or top-dose-only effect, or effect the other way, or a change in a side signal; inactive = no such curve, though single readings can be large or run the other way; the % refers to the signal ratio; also: potency is read from the fitted curve at half-maximal effect; % is scaled to controls: 0 for no effect and ±100 for the full control effect
Target sequence (Q9NR56 whole entry, looked up): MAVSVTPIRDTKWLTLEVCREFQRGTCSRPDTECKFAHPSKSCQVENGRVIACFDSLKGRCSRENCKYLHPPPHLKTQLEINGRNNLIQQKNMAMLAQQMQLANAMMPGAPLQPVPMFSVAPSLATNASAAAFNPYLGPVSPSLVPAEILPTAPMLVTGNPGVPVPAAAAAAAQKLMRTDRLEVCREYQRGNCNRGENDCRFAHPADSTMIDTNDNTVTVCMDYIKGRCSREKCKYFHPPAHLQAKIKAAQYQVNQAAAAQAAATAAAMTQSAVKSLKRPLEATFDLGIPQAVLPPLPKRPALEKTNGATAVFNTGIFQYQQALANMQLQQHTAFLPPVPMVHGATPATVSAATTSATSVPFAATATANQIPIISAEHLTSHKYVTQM
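His-tagged MBNL1 binding to biotinylated (CUG)12 RNA was measured by TR-FRET using terbium anti-His antibody (0.055 ng/ul final) and streptavidin-XL665 (5 nM final). Compounds were titrated 92 nM to 58 uM; 60 min at room temperature.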
VP16 counter = Gal4-VP16 reporter inhibition counter-screen. Drosophila S2 Gal4-VP16 UAS-luciferase, luminescence, 20 h. Potency, µM (top dose mostly 53.6 µM), for the others: top-dose activity, negative = inhibition, actives largely listed as inhibitors. 3.5% of 310,000 active;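 also: Gal4-VP16 expression switched on by copper sulfate through the metallothionein promoter; potency is read from the fitted curve at half-maximal effect; % is scaled to controls: 0 for no effect and ±100 for the full control effect; nearly all actives have a fitted effect of over 50% in size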
Menin MLL FP TR = menin-MLL binding inhibition, Texas Red mutant peptide; Potency, µM (series often up to 61.6 µM), without a hit: at the top dose FP activity change, negative = inhibition, most hits filed as inhibitors; 0.23% of 270,000 active; AID 1768; O00255; Menin + Texas Red MLL mutant peptide, fluorescence polarization; active = well fitted inhibition curve with a large enough effect in the polarisation, with a control signal flat, not every such curve was filed as active; inconclusive = small, poorly fitted or top-dose-only effect, or effect the other way, or a change in a side signal; inactive = no such curve, though single readings can be large or run the other way; the % refers to the polarisation; also: potency is read from the fitted curve at half-maximal effect; % of control where 0% means no effect; many of its hits are not listed in these tables
Target sequence (O00255 whole entry, looked up): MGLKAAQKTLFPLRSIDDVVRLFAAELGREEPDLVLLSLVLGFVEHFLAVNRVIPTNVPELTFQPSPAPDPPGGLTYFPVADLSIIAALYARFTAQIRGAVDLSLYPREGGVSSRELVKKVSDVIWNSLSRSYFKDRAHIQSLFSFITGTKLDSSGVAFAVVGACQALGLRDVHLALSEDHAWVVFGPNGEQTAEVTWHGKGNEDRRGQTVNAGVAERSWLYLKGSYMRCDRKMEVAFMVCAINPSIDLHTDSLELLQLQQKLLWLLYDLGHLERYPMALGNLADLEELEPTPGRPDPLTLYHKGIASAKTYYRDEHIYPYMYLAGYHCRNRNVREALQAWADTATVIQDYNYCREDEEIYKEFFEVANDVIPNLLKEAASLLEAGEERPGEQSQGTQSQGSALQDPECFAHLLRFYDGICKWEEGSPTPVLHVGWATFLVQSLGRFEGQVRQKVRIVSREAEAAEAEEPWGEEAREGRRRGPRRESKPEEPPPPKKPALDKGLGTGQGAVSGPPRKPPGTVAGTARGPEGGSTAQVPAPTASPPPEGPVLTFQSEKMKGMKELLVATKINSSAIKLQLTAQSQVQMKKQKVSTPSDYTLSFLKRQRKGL
PKM2 activator = activators of human pyruvate kinase M2 | purified PKM2, Kinase-Glo ATP luminescence, activation; response scale: 0% is enzyme alone, no compound | Potency, µM (series often up to 57.5 µM), for the others: top-dose activation, actives largely listed as activators | 0.34% of 260,000 active | AID 1631; also: potency is read from the fitted curve at half-maximal effect; % is scaled to controls: 0 for no effect and ±100 for the full control effect; nearly all actives have a fitted effect of over 55% in size
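Purified hPK-M2 (>95% pure) converted ADP (0.1 mM final) to ATP with 0.5 mM PEP in 50 mM imidazole pH7.2, KCl, MgCl2, Tween 20, BSA; 1 h at room temperature. ATP detected by Kinase-Glo luminescence.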
FLuc counter = counter-screen for miR-21 project: firefly luciferase inhibitors or activators. purified FLuc, Km substrates, luminescence inhibition. AID 588342. Potency, µM (highest dose often 57.5 µM), without a hit: at the highest dose activity change, negative = inhibition, usual class: inhibitors. P08659. 6.9% of 360,000 active;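 also: potency is read from the fitted curve at half-maximal effect; plate controls were vehicle for no effect and reference inhibitor for full effect; nearly all actives have a fitted effect of over 55% in size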
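Biochemical qHTS of compounds, final roughly 60 µM downward over six points, against 10 nM purified firefly luciferase using Km concentrations of substrates (10 uM D-luciferin, 10 uM ATP) in Tris acetate pH 7.5 buffer; luminescence output.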
ELG1 DNA repair = ELG1-dependent DNA repair inhibition | HEK293T ELG1-luciferase reporter, luminescence, 16 h; DNA damage induced by 5-fluorouridine | Potency, µM (series often up to 46.1 µM), for inactives: at the highest dose activity change, negative = inhibition, usual class: inhibitors | 2.3% of 330,000 active | AID 504467; also: potency is read from the fitted curve at half-maximal effect; % is scaled to controls: 0 for no effect and ±100 for the full control effect; nearly all actives have a fitted effect of over 55% in size
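Quantitative HTS, concentration-response format. 2,000 cells/well co-treated with 5-fluorouridine and compound, 16 hr in 5% CO2 at 37 °C; ONE-Glo luminescence read after 30 min.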
Mito fusion act = inhibitors of mitochondrial division or activators of mitochondrial fusion. 0.23% of 320,000 active. S. cerevisiae fusion-defective mutant growth rescue, CellTiterGlo 48 h. AID 485298. Potency, µM (highest dose often 46.1 µM), for the others: at the highest dose growth rescue (activation), actives largely listed as activators;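 also: potency is read from the fitted curve at half-maximal effect; % of control where 0% means no effect; nearly all actives have a fitted effect of over 45% in size; temperature-sensitive fusion mutants such as fzo1-1 at 37 °C on non-fermentable ethanol glycerol medium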
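S. cerevisiae fusion-defective temperature-sensitive mutants (e.g. fzo1-1, mgm1-5) grown 48 h at 37C in YPEG (ethanol/glycerol non-fermentable) medium with 23 nl compound per well; growth rescue read as CellTiterGlo luminescence.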
RORgamma inh = ROR gamma (mouse) transcription inhibition | P51450 | Drosophila S2 Gal4-RORgamma UAS-luciferase reporter, 20 h | Potency, µM (titrated, usually from 53.6 µM), without a hit: top-dose activity change, negative = inhibition, usual class: inhibitors | 5.4% of 310,000 active | AID 2551; also: potency is read from the fitted curve at half-maximal effect; % is scaled to controls: 0 for no effect and ±100 for the full control effect; nearly all actives have a fitted effect of over 60% in size
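Drosophila Schneider cells stably carrying a metallothionein-driven Gal4 DBD–ROR gamma fusion and a UAS-Photinus luciferase reporter were exposed to compound for 1 hr, then induced with copper sulfate (700 uM final) for 20 hr at ambient temperature before luminescence reading.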
* = called active by the depositor; ? = inconclusive; . = not tested or not shown; & = joins results of further samples; [ ] = remark or other dose. Unless noted, calls follow the shape of the dose curve; as a rule, active = well fitted curve in the direction sought with a large enough effect; inconclusive = small, poorly fitted or top-dose-only effect, or another doubt; inactive = no such curve, though single readings can be large; an effect the other way counts as inactive or inconclusive.

SMILES	NPC1 promoter act	KCNH2 3.1 block	Rab9 promoter act	MBNL1 CUG block	VP16 counter	Menin MLL FP TR	PKM2 activator	FLuc counter	ELG1 DNA repair	Mito fusion act	RORgamma inh
CCOc1ccc(NCc2cccn2-c2nnc(N3CCC(C(=O)NCCCN4CCCCC4CC)CC3)s2)cc1 (centres undefined)	3%	?	-3%	2%	-2%	-1%	-2%	-5%	0%	-1%	-5%
Cc1ccnc(NS(=O)(=O)c2cccc3nsnc23)c1	1%	6	4%	?	-2%	-5%	17%	7%	14%	1%	-2%
S=c1[nH]nc(-c2ccc3c(c2)OCO3)n1-c1ccccc1	-2%	5	-6%	21%	11µM*	2%	-12%	-1%	?	0%	8.9µM*
COc1ccccc1C(=O)Nn1c(-c2cccs2)nc2ccccc2c1=O	0%	4	1%	.	2%	-14%	-5%	0%	?	2%	27%
Cc1ccc2cc(C)c(NCCO)nc2c1	-1%	1	-1%	12%	12%	-11%	3%	-1%	4%	3%	-16%
O=C(CCc1nnc2ccc(N3CCC4(CC3)OCCO4)nn12)NCc1ccc(F)cc1	-1%	8	0%	-3%	-4%	2%	8%[0.46 µM]	2%	-7%	?	-16%
CCCCNC(=O)N1CCN(c2ncccn2)CC1	-1%	-13	-3%	-10%	-16%	1%	-4%	-15%	7%	-1%	-3%
O=C1CS/C(=C\S(=O)(=O)c2ccc(Cl)cc2)N1	-4%	3	-2%	-4%	-7%	5%	?	-1%	-11%	-6%	3%
COCc1nc2c([nH]1)c(=O)n(C)c(=O)n2CC(C)C	6%[46.1 µM]	4	4%[46.1 µM]	.	-3%&2%	2%	.	-1%	?	7%&-1%	-4%&-11%
Cc1cc(-c2nc3cccnc3s2)ccc1NS(=O)(=O)c1ccc2c(c1)OCCO2	4%	-15	0%	?	5%	-11%	-13%	?	?	18%	33%
O=S(=O)(c1cccc(Cl)c1Cl)N1CCCCC1	-2%	4	-4%	-5%	.	23%	2%	-1%	?	7%	?
O=C1c2ccccc2C(Nc2ccc(S(=O)(=O)N3CCOCC3)cc2)N1c1cccnc1 (centres undefined)	-1%	21	2%	-7%	15%	-1%	0%	-1%	2%	-3%	13%
CCCCSc1nnc([C@H](C)NC(=O)OC(C)(C)C)o1	-4%	-25	-9%	1%	-16%	-20%	-1%	6%	3%	-3%	-33%
Cc1c(NC(=O)C(C)OC(=O)c2ccc(Cl)nc2)c(=O)n(-c2ccccc2)n1C (centres undefined)	-3%	-3	2%	-14%	1%	-2%	-2%	4%	-1%	-7%	-2%
Cc1cccc(C)c1-n1nnnc1C1(Nc2ccccc2)CCCCC1	-5%	.	-2%	-1%	?	-1%	4%	9%	?	?	-22%
c1nnc(-c2ccc3c(c2)OCO3)o1	-1%	-6	-1%	-4%	4%	-1%	.	-5%	5%	-2%	1%
COc1ccc(/C=C2/N=C(SCC(=O)Nc3cc(C)on3)N(c3ccccc3)C2=O)cc1	0%	4	0%	-14%	?	0%	-4%	-10%	?	-4%	-18%
COc1cc(NC(=O)CN(c2ccc(C)cc2)S(=O)(=O)c2c(C)nn(C)c2C)cc(OC)c1	-8%	-28	-1%	1%	-5%	20%	-7%	13%	?	-5%	18%
CC(=O)NCCN1C(=O)S/C(=C\c2cccs2)C1=O	1%	-3	12%	?	?	7%	-6%	-11%	?	5%	?
CCN(CC)C(=O)CN(c1cc(Cl)ccc1OC)S(C)(=O)=O	-3%	-13	1%	-4%	-12%	18%	3%	2%	-20%	1%	-16%
N/C(=N\OC(=O)c1ccc(Cl)cc1Cl)c1ccccn1	0.32µM*	2	0.11µM*	-7%	?	13%	-65%	0.095µM*	?	14%	7.1µM*
N#C/C(=C\c1ccc(-c2ccc(S(=O)(=O)N3CCOCC3)cc2)o1)C(=O)NC1CC1	0%	9	-3%	?	0%	?	10%	-2%	?	1%	15%
CN(C)c1ccc(C(=O)Nc2nnc(C3=COCCO3)o2)cc1	21%	9	24%	5%	2.8µM*	18%	-4%	-17%	?	-1%	1.6µM*
OCCC1CN(Cc2cc3ccccc3o2)CCN1Cc1ccc(F)cc1 (centres undefined)	-2%	-12	-2%	-2%	-8%	-8%	0%	8%	-16%	-1%	7%
COc1ccc2nc(/N=C/c3cccc(OC)c3O)sc2c1	26%	10	?	-7%	-5%	43%[activator]	.	0.95µM*	?	24%	?
The list continues.
SMILES	NPC1 promoter act	KCNH2 3.1 block	Rab9 promoter act	MBNL1 CUG block	VP16 counter	Menin MLL FP TR	PKM2 activator	FLuc counter	ELG1 DNA repair	Mito fusion act	RORgamma inh
Cn1ccnc1SCC(=O)Nc1ccc(Br)cc1C(F)(F)F	26%	-5	19%	4%	0%	.	-3%	-25%	?	-8%	-35%
CNc1ccc(Br)cc(C(=O)/C=C/c2ccc(OC)cc2)c1=O	-1%	-5	0%	?	-26%	?	26%	?	?	7%	-22%
CSc1ncc(C(=O)Nc2cccc(Cl)c2)c(C)n1	-4%	-2	-2%	-2%	-4%	?	.	2%	11%	7%	0%
COC(=O)c1cc2ccsc2n1Cc1nc(-c2ccc(OC)cc2)oc1C	1%	-5	1%	-13%	21%	24%	0%	4%	8%	18%	-15%
COc1ccccc1NC(=O)NCc1nc(-c2ccc(C(F)(F)F)cc2)no1	-5%	-6	1%	4%	11%	.	4%	4%	-22%	-4%	-2%
C=CCn1c(=O)c2ccc(C(=O)NCc3ccccc3)cc2n(Cc2ccc(Cl)cc2)c1=O	-6%	1	-5%	.	-75%	-5%	0%	1%	13%	1%	27%[10 µM]
O=c1c2cc(NC(=S)N3CCCCCC3)ccc2nc2n1CCCCC2	-1%	4	1%	-1%	-3%	0%	8%	-14%	?	6%	25%
COc1ccc(OC)c(NC(=O)c2sc3nc(Cc4ccccc4)cc(C(F)(F)F)c3c2N)c1	4%	19	-4%	-8%	-6%	-4%	-19%	-1%	4%	1%	-1%
Cc1ccc(C(=O)NC(=S)NCCCN2CCOCC2)cc1	4%	-25	2%	-19%	-3%	-5%	7%	-7%	?	6%	18µM*
CC1(c2ccc3c(c2)OCCO3)NC(=O)N(CC(=O)Nc2ccccc2F)C1=O (centres undefined)	1%	-10	-1%	.	.	.	.	5%	13%	-1%	.
O=C1CCC/C(=N\NC(=O)c2ccc(NS(=O)(=O)c3ccc(Br)cc3)cc2)C1	-3%	1	-2%	-8%	-5%	?	-16%	-7%	?	2%	17%
COc1ccc(C(=O)Oc2cc(/C=N/NC(N)=S)ccc2OC)cc1	-5%	-3	-6%	-3%	22µM*	-25%	0%	-13%	?	-5%	11µM*
Cc1nc2cc(NCc3ccc(Cl)cc3)ccc2n1C	0.45µM*	-20	0.45µM*	8%	-8%	-5%	-3%	2.1µM*	?	0%	?
CCOC(=O)n1c(SCC(N)=O)nc2ccccc21	1%	5	-3%	-5%	-6%	9%	-9%	-3%	19%	13%	-2%
Cc1cc(Cl)ccc1NC(=O)C1CCCN1C(=O)c1cccs1 (centres undefined)	-3%	2	-1%	-6%	2%	-1%	4%	6%	-6%	0%	4%
CC(C)c1ccc(/C=C2\SC(=S)N(CCC(=O)NCCCn3ccnc3)C2=O)cc1	-7%	-77*	-39%[inhibitor]	18%	?	.	.	2.4µM*	?	-4%	-33%
Cc1c(C(=O)N2CC(C)OC(C)C2)[nH]c2ccc(Br)cc12 (centres undefined)	-2%	26	5%	-1%	-5%	2%	.	5%	-2%	25%	-12%
CSc1ccc(/C=C(\C#N)C(=O)NC2CCCCC2)cc1	-2%	-1	-4%	.	5%	11%	3%	3%	?	4%	-9%
CN=C(C)/C(C(=O)OC)=C(/O)c1ccccc1F	-5%	10	-2%	0%	-10%	.	?	-1%	-2%	0%	10%
O=c1c2ccc(Cl)cc2[nH]c(=S)n1CCC1=CCCCC1	9%	-25	22%	-3%	2.5µM*	-18%	7%	1%	?	-16%	1.3µM*
COc1cccc(CNC(=O)c2cc(C)nc3ccccc23)c1	1%	1	7%	5%	1%	7%	0%	-16%	2%	0%	-5%
CCN1CCN(C(=O)c2nn(-c3ccc(C)cc3)c(=O)c3c2c2ccccc2n3C)CC1	6%	-3	1%	0%	13%	-3%	4%	4%	18%	0%	-10%
COc1ccccc1NC(=S)N1CCN(c2ccccn2)CC1	1%	14	-4%	-12%	-1%	2%	0%	2%	2%	-5%	-12%
CCOC(=O)C1CCN(C(=S)Nc2ccc(Cl)cc2C)CC1	2%	3	-10%	-4%	?	5%	9%	-1%	-30%	-4%	14µM*
CCCOc1ccc2[nH]cc(C(=O)O)c(=O)c2c1	-2%	3	4%	-6%	2%	-2%	-1%	0%	7%	1%	0%
N#CNc1nc(O)cc(=O)[nH]1	-5%	-19	8%	5%	-4%	3%	-24%	5%	12%	11%	21%

Screens as filed in PubChem BioAssay.

Not all compounds are listed; count on the stated rates, not on these rows.
